tim10-1 inh: tim10-1 yeast growth inhibition; S. cerevisiae tim10-1 ts strain growth, BacTiter-Glo, 24 h; inhibition, % at 20 µM; 330,000 tested, 2.2% active;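 active = inhibition of at least 40%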;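 note: mutant grown at 25 °C; 0% = DMSO wells with yeast and 100% = wells holding no yeast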
NALP3 yeast inh: blocks the NALP3 inflammasome reconstituted in yeast | Yeast reconstituted NLRP3/ASC/caspase-1, beta-gal luminescence, 24 h | 330,000 tested, 0.39% active | inhibition, % at 10 µM | AID 2825;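 active = inhibition of 50% or more; inactive = inhibition below 50%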;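 note: plate controls were induced DMSO wells for no effect and uninduced yeast grown without galactose for full effect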
XBP1 UPR activ: adaptive UPR (XBP1) activation | 330,000 tested, 0.33% active | AID 463104 | CHO-XBP1 luciferase reporter, IRE1-XBP1 UPR activation, luminescence; percent of tunicamycin response, DMSO as zero | activation, % at 20 µM;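 active = versus positive control, 20 µM dose yields 30% or more activation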;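 note: 100% = tunicamycin at 10 µg/mL and 0% = DMSO only wells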
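Signal: luciferase luminescence; Assay system: CHO-XBP1 luciferase reporter cells; Amount: one thousand reporter cells per well; Dosing: 20 µM single concentration, DMSO 1%; Benchmarks: high control tunicamycin 10 µg/mL final, low control DMSO vehicle only; Schedule: 6 h compound exposure at 37 °C, 5% CO2; Evaluation: percent activation relative to tunicamycin reference.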
tim23-1 inh: growth inhibitors of tim23-1 mutant yeast; S. cerevisiae tim23-1 growth, BacTiter-Glo luminescence, 24 h; inhibition, % at 20 µM; 330,000 tested, 1.3% active; AID 463212;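 active = growth inhibition of the mutant yeast at or above 50%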;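 note: temperature-sensitive mutant grown at 25 °C; plate controls were DMSO-treated mutant yeast for no effect and medium wells lacking yeast for full effect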
CHOP UPR activ: apoptotic UPR (CHOP) activation. CHO-CHOP luciferase reporter, luminescence; percent of tunicamycin response over DMSO baseline. activation, % at 10 µM. AID 449763. 330,000 tested, 0.34% active;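 active = at 10 µM dose, activation of 40% or more, normalized to positive control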;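 note: 100% = tunicamycin at 10 µg/mL and 0% = DMSO alone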
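measured by = luciferase luminescence | assay system = CHO-CHOP cells, stable luciferase reporter of PERK-eIF2a-CHOP signalling | amount = 500 reporter cells seeded per well | timing = 6 h compound exposure at 37 °C after overnight seeding | controls = positive tunicamycin 10 µg/mL, negative DMSO alone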
GRIN3A LBD mod: modulators (binders) of human NR3A ligand-binding domain. NR3A LBD differential scanning fluorimetry, Tm shift; 0% = protein alone, 100% = glycine-bound protein. Tm shift relative to glycine control, % at 25 µM. 340,000 tested, 2.5% active. AID 1259313;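 active = melting temperature shift of at least 10% of the positive control shift, at one fixed dose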
APJ agonist: agonists of human APJ apelin receptor. P35414. CHO-K1 APJ PathHunter beta-arrestin, luminescence; 0% DMSO wells, 100% apelin. activation, % at 20 µM. 330,000 tested, 0.11% active. AID 2520;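 active = activation more than six SD over the plate average, tested at 20 µM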;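 note: 0% = DMSO alone and 100% = apelin-13 at 10 nM; some results filed as inactive read as strong as hits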
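Test system: CHO-K1 APJ beta-arrestin complementation cell line. Amount: cell density 1000 per well. Controls: DMSO negative, 10 nM Apelin-13 positive. Signal: luminescent beta-gal fragment complementation, chemiluminescent substrate. Read-out basis: agonist-driven arrestin binding to APJ. Timing: compound stimulation 90 min at 25 °C, detection 60 min.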
Mdm2-MdmX inh: disrupts the human Mdm2-MdmX interaction; AID 485346; 330,000 tested, 3% active; SaOS-2 split-luciferase Mdm2/MdmX complementation, luminescence; inhibition, % at 8 µM; O15151+Q00987;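 active = inhibition of at least 50% at 8 µM in the primary screen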
Target sequence (O15151 whole entry, looked up): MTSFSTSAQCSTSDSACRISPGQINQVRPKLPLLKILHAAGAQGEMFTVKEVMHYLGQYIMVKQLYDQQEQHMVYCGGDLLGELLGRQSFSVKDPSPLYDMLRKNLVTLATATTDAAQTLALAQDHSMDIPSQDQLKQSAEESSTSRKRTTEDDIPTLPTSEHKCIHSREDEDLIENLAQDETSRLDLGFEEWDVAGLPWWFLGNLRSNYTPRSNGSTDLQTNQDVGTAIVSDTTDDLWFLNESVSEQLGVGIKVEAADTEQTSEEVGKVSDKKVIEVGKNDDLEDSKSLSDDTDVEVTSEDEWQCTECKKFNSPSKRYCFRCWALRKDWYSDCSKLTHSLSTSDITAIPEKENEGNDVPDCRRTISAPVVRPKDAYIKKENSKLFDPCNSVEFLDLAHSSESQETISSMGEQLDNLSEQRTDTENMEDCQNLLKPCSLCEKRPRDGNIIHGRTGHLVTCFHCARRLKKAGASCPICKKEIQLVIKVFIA
Target sequence (Q00987 whole entry, looked up): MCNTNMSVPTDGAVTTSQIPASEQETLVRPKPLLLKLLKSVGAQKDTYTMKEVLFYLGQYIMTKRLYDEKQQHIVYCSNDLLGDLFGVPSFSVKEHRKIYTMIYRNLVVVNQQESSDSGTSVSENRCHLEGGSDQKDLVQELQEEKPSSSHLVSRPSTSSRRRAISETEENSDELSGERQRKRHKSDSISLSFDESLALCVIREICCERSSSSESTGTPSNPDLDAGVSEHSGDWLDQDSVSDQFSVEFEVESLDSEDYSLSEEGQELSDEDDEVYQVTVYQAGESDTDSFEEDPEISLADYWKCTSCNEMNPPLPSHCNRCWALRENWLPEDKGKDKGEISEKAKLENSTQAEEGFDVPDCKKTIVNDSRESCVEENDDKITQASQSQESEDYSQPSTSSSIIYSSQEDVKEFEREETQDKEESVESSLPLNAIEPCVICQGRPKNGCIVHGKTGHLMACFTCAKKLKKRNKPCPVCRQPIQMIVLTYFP
TIM10 inh: growth inhibitors of TIM10 yeast strain | 330,000 tested, 1.4% active | inhibition, % at 10 µM | S. cerevisiae TIM10 strain growth, BacTiter-Glo luminescence, 24 h | AID 463195;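 active = inhibition of 40% or more at the single tested concentration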;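 note: wild-type TIM10 isogenic control strain grown at permissive 25 °C; 0% = DMSO yeast wells and 100% = minimal medium wells without yeast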
* hit, by the source's call. Outcome played no part in choosing rows; about 8.2% have a hit in one of these screens.

COc1ccccc1C(=O)NCc1n[nH]c(=S)n1Cc1ccccc1 was read as tim10-1 inh -15, NALP3 yeast inh 21, XBP1 UPR activ 0, tim23-1 inh -1, CHOP UPR activ 0.2, GRIN3A LBD mod 2, APJ agonist 0, Mdm2-MdmX inh 16 and TIM10 inh -16.
Screening CCCOc1ccc(C2C3=C(Nc4nc(N)[nH]c(=O)c42)c2ccccc2C3=O)cc1 (centres undefined) returned tim10-1 inh 3, NALP3 yeast inh 6, XBP1 UPR activ -2, tim23-1 inh -9, CHOP UPR activ 0.3, GRIN3A LBD mod 4, APJ agonist -2, Mdm2-MdmX inh 14 and TIM10 inh -21.
Screening O=C(CN(Cc1ccccc1)C(=O)CCC(=O)Nc1nccs1)NCC1CCCO1 (centres undefined) returned tim10-1 inh -23, NALP3 yeast inh 14, XBP1 UPR activ -2, tim23-1 inh -4, CHOP UPR activ -1.7, GRIN3A LBD mod 2, APJ agonist -1, Mdm2-MdmX inh -6 and TIM10 inh 14.
Screening COc1ccccc1NC(=S)NNC(=O)c1c(Cl)c(C)nn1C returned tim10-1 inh 22, NALP3 yeast inh 14, XBP1 UPR activ -2, tim23-1 inh 36, CHOP UPR activ -0.3, GRIN3A LBD mod 0, APJ agonist -4, Mdm2-MdmX inh 12 and TIM10 inh 27.
`Cn1cnnc1SC1c2cccc3cccc(c23)C1NS(=O)(=O)c1ccc(Cl)cc1` (centres undefined) gave tim10-1 inh 12, NALP3 yeast inh 8, XBP1 UPR activ 0, tim23-1 inh 23, CHOP UPR activ -2.5, GRIN3A LBD mod -1, APJ agonist 3, Mdm2-MdmX inh 3 and TIM10 inh 21.
Screening Nc1sc2c(c1C(=O)NC1CCS(=O)(=O)C1)CCCC2 (centres undefined) returned tim10-1 inh 9, NALP3 yeast inh 25, XBP1 UPR activ -2, tim23-1 inh -11, CHOP UPR activ -0.7, GRIN3A LBD mod 2, APJ agonist 2, Mdm2-MdmX inh 0 and TIM10 inh 2.
Screening CC(=O)c1ccc(Sc2nnc(C)s2)c([N+](=O)[O-])c1 returned tim10-1 inh 17, NALP3 yeast inh 10, XBP1 UPR activ 1, tim23-1 inh 19, CHOP UPR activ 0.9, GRIN3A LBD mod 1, APJ agonist 4, Mdm2-MdmX inh 38 and TIM10 inh 5.
Cc1ccc(NC(=O)c2ccc(Cl)c(N3C(=O)CCC3=O)c2)cc1 was read as tim10-1 inh -5, NALP3 yeast inh 6, XBP1 UPR activ -4, tim23-1 inh -4, CHOP UPR activ 6.0, GRIN3A LBD mod 0, APJ agonist -3, Mdm2-MdmX inh 4 and TIM10 inh 8.
Screening CCN(CC1CCCO1)C(=O)CCc1nnc(CCc2ccccc2OC)o1 (centres undefined) returned tim10-1 inh 12, NALP3 yeast inh -3, XBP1 UPR activ 0, tim23-1 inh 14, CHOP UPR activ 0.6, GRIN3A LBD mod 3, APJ agonist -10, Mdm2-MdmX inh -8 and TIM10 inh 4.
Screening Cc1ccccc1OCC(=O)Nc1sc2c(c1C#N)CCC2 returned tim10-1 inh -3, NALP3 yeast inh -4, XBP1 UPR activ 7, tim23-1 inh -10, CHOP UPR activ 4.0, GRIN3A LBD mod 1, APJ agonist -3, Mdm2-MdmX inh 13 and TIM10 inh -19.
For O=C(NCC(c1ccco1)N1CCc2ccccc2C1)c1cccc(Br)c1 (centres undefined) the results were tim10-1 inh 39, NALP3 yeast inh 10, XBP1 UPR activ 0, tim23-1 inh 47, CHOP UPR activ -2.5, GRIN3A LBD mod -7, APJ agonist -5, Mdm2-MdmX inh 13 and TIM10 inh 8.
For O=C1NCCCN1Cc1ccc(F)cc1 the results were tim10-1 inh 11, NALP3 yeast inh -12, XBP1 UPR activ -1, tim23-1 inh 4, CHOP UPR activ 1.3, GRIN3A LBD mod 0, APJ agonist -5, Mdm2-MdmX inh -5 and TIM10 inh 5.
Screening O=C(NCC(=O)N1CCN(C(c2ccccc2)c2ccccc2)CC1)c1ccccc1F returned tim10-1 inh -40, NALP3 yeast inh 12, XBP1 UPR activ -3, tim23-1 inh -4, CHOP UPR activ 0.1, GRIN3A LBD mod -1, APJ agonist 0, Mdm2-MdmX inh -11 and TIM10 inh -23.
For O=C(CCNc1ccc(Br)cc1)c1cccc([N+](=O)[O-])c1 the results were tim10-1 inh 39, NALP3 yeast inh 0, XBP1 UPR activ -1, tim23-1 inh 27, CHOP UPR activ 1.5, GRIN3A LBD mod -3, APJ agonist 7, Mdm2-MdmX inh -25 and TIM10 inh 33.
Screening COC(=O)[C@]1(Cc2ccccc2)N[C@H](CN(C)C(=O)Nc2ccc(C(F)(F)F)cc2)[C@@H]2C(=O)N(C)C(=O)[C@@H]21 returned tim10-1 inh 3, NALP3 yeast inh 4, XBP1 UPR activ 0, tim23-1 inh 4, CHOP UPR activ -0.3, GRIN3A LBD mod -2, APJ agonist -3, Mdm2-MdmX inh -6 and TIM10 inh 2.
`CCOC(=O)c1c(NC(=O)CSc2nc3cc(Cl)ccc3c(=O)n2Cc2ccco2)sc(C(=O)N(C)C)c1C` gave tim10-1 inh 18, NALP3 yeast inh 17, XBP1 UPR activ -2, tim23-1 inh 24, CHOP UPR activ 0.0, GRIN3A LBD mod 1, APJ agonist -3, Mdm2-MdmX inh 18 and TIM10 inh 17.
`O=S(=O)(c1cccs1)n1cccn1` gave tim10-1 inh 11, NALP3 yeast inh -23, XBP1 UPR activ -2, tim23-1 inh 8, CHOP UPR activ -1.7, GRIN3A LBD mod -1, APJ agonist 0, Mdm2-MdmX inh -2 and TIM10 inh 6.
For CCOc1cc(C=C(C(=O)OC)C(=O)OC)ccc1OCc1ccc([N+](=O)[O-])cc1 the results were tim10-1 inh 25, NALP3 yeast inh 29, XBP1 UPR activ -5, tim23-1 inh 23, CHOP UPR activ 220*, GRIN3A LBD mod -1, APJ agonist 3, Mdm2-MdmX inh 96* and TIM10 inh 14.
For CCN1CCN(C(=O)/C=C/c2ccc(F)cc2)CC1 the results were tim10-1 inh -7, NALP3 yeast inh 23, XBP1 UPR activ -7, tim23-1 inh -5, CHOP UPR activ -1.0, GRIN3A LBD mod 0, APJ agonist 0, Mdm2-MdmX inh 11 and TIM10 inh -11.
`O=C(Nc1nc2ccc(Cl)cc2s1)c1ccc(N2CCCCC2)c([N+](=O)[O-])c1` gave tim10-1 inh 12, NALP3 yeast inh 12, XBP1 UPR activ 33*, tim23-1 inh -9, CHOP UPR activ 30, GRIN3A LBD mod 15*, APJ agonist -4, Mdm2-MdmX inh 61* and TIM10 inh 0.
`COc1ccc(/C=C(/NC(=O)c2cccc([N+](=O)[O-])c2)C(=O)O)cc1OC` gave tim10-1 inh 2, NALP3 yeast inh 4, XBP1 UPR activ -3, tim23-1 inh 5, CHOP UPR activ 0.4, GRIN3A LBD mod -1, APJ agonist -2, Mdm2-MdmX inh 5 and TIM10 inh 11.
COc1cc(Cl)ccc1OCc1cc(C(=O)NCc2cc(C(C)C)no2)no1 was read as tim10-1 inh 20, NALP3 yeast inh 35, XBP1 UPR activ -7, tim23-1 inh 15, CHOP UPR activ 6.0, GRIN3A LBD mod 0, APJ agonist 3, Mdm2-MdmX inh -45 and TIM10 inh -19.
CCOC(=O)Cn1c(=O)n(Cc2ccco2)c(=O)c2ccc(C(=O)NCCc3ccccc3)cc21 was read as tim10-1 inh 12, NALP3 yeast inh 4, XBP1 UPR activ 1, tim23-1 inh 2, CHOP UPR activ 0.7, GRIN3A LBD mod 4, APJ agonist 0, Mdm2-MdmX inh 38 and TIM10 inh 15.
For C/C(=C\c1ccccc1)C(=O)NC1CCSC1=O (centres undefined) the results were tim10-1 inh 8, NALP3 yeast inh 14, XBP1 UPR activ 1, tim23-1 inh 21, CHOP UPR activ 0.2, GRIN3A LBD mod -2, APJ agonist -1, Mdm2-MdmX inh -12 and TIM10 inh -1.
For CN(C)c1ccc(C(C(=O)NC2CCCC2)N(C(=O)c2ccco2)C2CC2)cc1 (centres undefined) the results were tim10-1 inh 17, NALP3 yeast inh 15, XBP1 UPR activ -8, tim23-1 inh 21, CHOP UPR activ 8.0, GRIN3A LBD mod -1, APJ agonist -1, Mdm2-MdmX inh 4 and TIM10 inh 15.
Screening CCc1nc(SCc2cc(Cl)ccc2OC)n[nH]1 returned tim10-1 inh 9, NALP3 yeast inh 13, XBP1 UPR activ 0, tim23-1 inh 5, CHOP UPR activ -1.9, GRIN3A LBD mod -2, APJ agonist -5, Mdm2-MdmX inh 22 and TIM10 inh -2.
Screening C=CCOc1ccc(/C=N/n2nnnc2N)cc1OC returned tim10-1 inh 11, NALP3 yeast inh 6, XBP1 UPR activ -1, tim23-1 inh -5, CHOP UPR activ 2.4, GRIN3A LBD mod 0, APJ agonist -1, Mdm2-MdmX inh -10 and TIM10 inh 14.
Screening O=C1Nc2ccc([N+](=O)[O-])cc2C1(O)N1CCCCC1 (centres undefined) returned tim10-1 inh 18, NALP3 yeast inh 6, XBP1 UPR activ -8, tim23-1 inh 16, CHOP UPR activ -1.4, GRIN3A LBD mod 0, APJ agonist 2, Mdm2-MdmX inh 4 and TIM10 inh 13.
For c1ccc(OCCSc2nnc3sc4ccccc4n23)cc1 the results were tim10-1 inh 21, NALP3 yeast inh 25, XBP1 UPR activ -9, tim23-1 inh 41, CHOP UPR activ -7.1, GRIN3A LBD mod -3, APJ agonist 1, Mdm2-MdmX inh 36 and TIM10 inh 12.

Nothing new here: entries from further up.
Screening CCc1nc(SCc2cc(Cl)ccc2OC)n[nH]1 returned tim10-1 inh 9, NALP3 yeast inh 13, XBP1 UPR activ 0, tim23-1 inh 5, CHOP UPR activ -1.9, GRIN3A LBD mod -2, APJ agonist -5, Mdm2-MdmX inh 22 and TIM10 inh -2.
Screening C=CCOc1ccc(/C=N/n2nnnc2N)cc1OC returned tim10-1 inh 11, NALP3 yeast inh 6, XBP1 UPR activ -1, tim23-1 inh -5, CHOP UPR activ 2.4, GRIN3A LBD mod 0, APJ agonist -1, Mdm2-MdmX inh -10 and TIM10 inh 14.
Screening O=C1Nc2ccc([N+](=O)[O-])cc2C1(O)N1CCCCC1 (centres undefined) returned tim10-1 inh 18, NALP3 yeast inh 6, XBP1 UPR activ -8, tim23-1 inh 16, CHOP UPR activ -1.4, GRIN3A LBD mod 0, APJ agonist 2, Mdm2-MdmX inh 4 and TIM10 inh 13.
For c1ccc(OCCSc2nnc3sc4ccccc4n23)cc1 the results were tim10-1 inh 21, NALP3 yeast inh 25, XBP1 UPR activ -9, tim23-1 inh 41, CHOP UPR activ -7.1, GRIN3A LBD mod -3, APJ agonist 1, Mdm2-MdmX inh 36 and TIM10 inh 12.

Screening results (PubChem BioAssay)
